# LMPTP block: LMPTP phosphatase inhibitors, primary screen, biochemical, fluorescence intensity, uHTS; recombinant LMPTP-A, OMFP fluorogenic substrate; 360,000 compounds, 0.22% hits; inhibition, % at 20 µM;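 active means compounds that cut the enzyme signal by at least half of the control window in the single-dose screen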;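 further: plate controls were DMSO wells with enzyme plus substrate for no effect and substrate without enzyme for full effect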
#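 Assay system: LMPTP-A enzyme. Input: 0.625 nM LMPTP-A final. Probe or stimulus: 400 µM OMFP. Compound dosing: single 20 µM dose. Schedule: 50 min dark incubation at room temperature. Detection: fluorescence intensity of OMFP turnover product. Read-out: percent inhibition versus substrate-only and uninhibited controls. Benchmarks: no-enzyme low control, uninhibited high control.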
# Rpn11 block: Rpn11 (PSMD14) deubiquitinase inhibitors, primary screen, biochemical, fluorescence polarization, uHTS | human 26S proteasome, Ub4-pepOG fluorescence polarization; 20S core pre-blocked with epoxomicin | calls only at 20 µM | 360,000 compounds, 0.59% hits;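 active means inhibition at 20 µM, scaled to each plate's controls, above about 33%, limit read from the data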
# Neddylation inh: inhibitors of cullin neddylation, primary screen, biochemical, TR-FRET, uHTS, NAE and Ubc12; NEDD8-conjugating enzyme Ubc12 (Homo sapiens) + NEDD8-activating enzyme E1 regulatory …; calls only at 25 µM; 360,000 compounds, 0.58% hits; AID 651699, 2012; in the data active means inhibition above about 36%
# Scp1 inh: Scp-1 phosphatase inhibitors, primary screen, biochemical, colorimetric, uHTS; 340,000 compounds, 0.88% hits; inhibition, % at 20 µM; AID 493091, 2011; Recombinant Scp1, phosphopeptide, malachite green phosphate absorbance; Carboxy-terminal domain RNA polymerase II polypeptide A small phosphatase 1 (Homo …;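 active means inhibition above about 50% at 20 µM, limit read from the data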;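 further: plate controls were DMSO wells with enzyme for no effect and wells lacking enzyme for full effect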
#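 Material – SCP-1 phosphatase catalytic domain, residues 76-261 · Buffer or medium – Acidic Tris acetate buffer with magnesium and detergent · Also added – Phospho 17-mer peptide substrate · Compound – single 20 µM dose, 1% DMSO · Times – 45 min room-temperature reaction, 5 min colour, 30 min stabiliser · Technique – Phosphate-binding colour reagent, absorbance read at 630 nm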
# DNMT1 inh: human DNMT1 methyltransferase inhibitors, primary screen, biochemical, molecular beacon, fluorescence, HinP1I cleavage, uHTS; DNA (cytosine-5)-methyltransferase 1 (Homo sapiens), P26358; inhibition (reported as % activation of signal), % at 10 µM; 360,000 compounds, 0.83% hits; AID 588458, 2011; in the data active means inhibition above about 50%
# Target sequence (P26358 504-1616 limits assumed): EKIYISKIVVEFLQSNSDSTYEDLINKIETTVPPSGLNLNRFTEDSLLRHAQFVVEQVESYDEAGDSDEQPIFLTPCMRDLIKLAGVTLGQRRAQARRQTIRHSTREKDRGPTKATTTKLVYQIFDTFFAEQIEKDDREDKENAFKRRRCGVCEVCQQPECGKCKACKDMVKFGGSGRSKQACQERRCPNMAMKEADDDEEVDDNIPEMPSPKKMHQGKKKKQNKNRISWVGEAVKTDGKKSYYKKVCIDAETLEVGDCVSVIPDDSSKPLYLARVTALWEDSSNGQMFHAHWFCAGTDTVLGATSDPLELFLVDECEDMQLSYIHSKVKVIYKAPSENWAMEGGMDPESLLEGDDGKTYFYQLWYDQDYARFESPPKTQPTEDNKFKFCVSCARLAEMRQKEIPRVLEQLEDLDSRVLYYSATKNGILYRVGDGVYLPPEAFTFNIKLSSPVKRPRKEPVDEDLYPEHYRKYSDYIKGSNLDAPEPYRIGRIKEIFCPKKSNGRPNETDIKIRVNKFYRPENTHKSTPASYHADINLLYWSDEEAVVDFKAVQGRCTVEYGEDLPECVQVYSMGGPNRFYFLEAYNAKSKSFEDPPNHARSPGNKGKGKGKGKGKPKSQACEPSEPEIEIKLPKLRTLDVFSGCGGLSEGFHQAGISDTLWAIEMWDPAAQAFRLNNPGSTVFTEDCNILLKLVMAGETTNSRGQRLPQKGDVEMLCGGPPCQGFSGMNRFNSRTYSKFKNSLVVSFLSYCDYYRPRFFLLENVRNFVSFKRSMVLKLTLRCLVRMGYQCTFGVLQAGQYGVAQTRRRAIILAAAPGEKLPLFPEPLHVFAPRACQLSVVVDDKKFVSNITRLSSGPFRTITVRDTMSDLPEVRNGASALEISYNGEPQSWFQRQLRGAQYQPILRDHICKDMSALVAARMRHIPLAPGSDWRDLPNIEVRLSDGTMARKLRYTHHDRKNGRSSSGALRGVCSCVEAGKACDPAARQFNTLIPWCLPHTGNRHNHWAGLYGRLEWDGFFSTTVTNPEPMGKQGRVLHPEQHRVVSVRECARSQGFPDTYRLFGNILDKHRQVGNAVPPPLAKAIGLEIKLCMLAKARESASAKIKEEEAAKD
# Rin1 Abl inh: inhibitors of Rin1-Abl protein binding, primary screen, biochemical, TR-FRET. Tyrosine-protein kinase ABL1 (Homo sapiens) + Ras and Rab interactor 1 (Homo sapiens), …. inhibition, % at 7.35 µM. 360,000 compounds, 0.4% hits; in the data active means inhibition above about 5%, passing the limit was not always enough
# SUMO1-SIM PPI: modulators of SUMO1 protein-protein interactions, primary screen, biochemical, uHTS. Small ubiquitin-related modifier 1 (Homo sapiens), P63165. SUMO1 binding to a labelled peptide, TR-FRET, 1 h. inhibition, % at 20 µM. 360,000 compounds, 0.33% hits; in the data active means inhibition above about 37%
# NadD block: inhibitors of S. aureus NadD, primary screen, biochemical, colorimetric, uHTS | inhibition, % at 20 µM | purified NadD enzyme, colorimetric absorbance read-out | 360,000 compounds, 0.78% hits | Nicotinate-nucleotide adenylyltransferase NadD (Staphylococcus aureus N315); in the data active means inhibition above about 26%; further: some compounds past the cut are filed as inactive
# STEP block: STEP phosphatase inhibitors, primary screen, biochemical, fluorescence intensity, uHTS. 360,000 compounds, 0.25% hits. recombinant STEP, OMFP fluorogenic substrate. AID 588621, 2011. inhibition, % at 20 µM. Tyrosine-protein phosphatase non-receptor type 5 (Homo sapiens), P54829;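 active means inhibition at 20 µM, scaled per plate between control wells, above about 37%, limit read from the data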;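 further: 0% = DMSO with enzyme and substrate and 100% = substrate only without enzyme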
#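 Assay system: isolated STEP enzyme. Buffer or medium: pH 6.0 Bis-Tris with DTT and Tween 20. Also added: fluorogenic phosphatase substrate OMFP at 25 µM final. Dosing: 20 µM, 1% DMSO. Timing: 20 min reaction, room temperature, in the dark. Measured by: fluorescence intensity, excitation 480 nm, emission 540 nm. Evaluation: normalized % inhibition.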
# CSN inh: inhibitors of CSN-mediated cullin deneddylation, primary screen, biochemical, fluorescence polarization, uHTS | Purified CSN, SCF-Nedd8-OG deneddylation | inhibition, % at 12.5 µM | 360,000 compounds, 0.38% hits | AID 651999, 2013;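 active means pattern-corrected inhibition above about 35%, with an unprinted fluorescence ratio check between 0.5 and 1.5, limit read from the data, passing the limit was not always enough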;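 further: 0% = enzyme with substrate and 100% = substrate without enzyme; some results filed as inactive read as strong as hits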
#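 Detection – fluorescence polarization · System – HEK293T-derived human Csn5 enzyme · Controls – substrate-only high control, full reaction low control · Timing – 90 min, room temperature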
# Active calls of the source: *; i = inactive; / = no result given; & = joins results of further samples.
SMILES,LMPTP block,Rpn11 block,Neddylation inh,Scp1 inh,DNMT1 inh,Rin1 Abl inh,SUMO1-SIM PPI,NadD block,STEP block,CSN inh
COc1ccc(CNC(=O)CSc2nccn(-c3ccc(F)c(F)c3)c2=O)cc1,-0.5,i,i,-8,0,4,-20,-3,0,4
CC(C)=CCN1CCN(Cc2cccn2-c2ccccn2)CC1CCO (configuration not stated),0.0,i,i,-9,1,-2,0,-9,-2,2
O=C(c1cccs1)N(c1ccc(Cl)cc1)C1C=CS(=O)(=O)C1 (configuration not stated),-0.4,i,i,0,1,-4,-5,-8,0,0
Cc1ccc(N(CC(=O)N2CCOCC2)S(C)(=O)=O)cc1C,-1.4,i,i,-8,-1,-2,-1,2,-1,1
O=[N+]([O-])c1ccc2c(c1)Cc1cc(F)ccc1-2,1.5,i,i,-8,2,-2,-57,4,0,-2
CCc1ccc(C(=O)NCc2ccc(Cl)cc2)cc1,-0.6,i,i,-7,0,-2,-2,3,0,10
CCn1c(/C=C2\C(=O)N(C(C)C)c3ccccc32)nc2ccccc2c1=O,2.4,i,i,-7,-3,0,-10,3,0,1
CNc1nc2ccccc2n1N,-1.2,i,i,-5,5,-3,3,-4,1,-5
CCNC(=S)NNC(=O)c1c(Cl)c(C)nn1C,-1.0,i,i,-4,0,0,-3,1,-3,-21
O=C1CCC(/C=C/c2ccccc2)=NN1Cc1ccccc1Cl,2.6,i,i,-10,-1,-1,-17,-9,4,3
COc1cc(/C=N/NC(=O)c2csc3c2CCCC3)cc(OC)c1O,0.4,i,i,-7,1,0,-2,15,3,-5
Cc1nc2ccc(NC(=O)c3ccc([N+](=O)[O-])cc3)cc2[nH]1,-0.7,i,i,-4,3,1,-35,-3,1,-2
Cc1ccccc1N1CC(C(=O)N2CC(C)CC(C)C2)CC1=O (configuration not stated),0.4,i,i,-1,0,1,1,3,-1,-2
CC(=O)[C@@H]1[C@@H](C(=O)c2ccc(F)cc2)[C@]2(C(=O)Nc3ccccc32)[C@H]2C=Cc3cc(F)ccc3N12,-0.9,i,i,4,-4,0,-4,3,-2,3
CN1/C(=C\C(=O)C(F)F)C(C)(C)c2ccccc21,-2.4,i,i,0,1,3,-1,3,-1,-5
O=C(NCCCN1CCCCC1)C1CCC(CNS(=O)(=O)c2cccc3nsnc23)CC1 (configuration not stated),-0.3,i,i,-9,2,-2,-30,-7,-1,0
COc1ccc(Cl)cc1NC(=O)CN(C)C(=O)CSc1ccc2c(c1)OCCO2,0.4,i,i,-10,2,1,4,-3,1,0
CCOC(=O)c1sc2nc3c(cc2c1N)COC(C)(C)C3,0.5,i,/,-6,-1,-4,-21,6,4,1
CCn1cc(C(=O)NC(=S)Nc2cccc(O)c2)cn1,-1.7,i,i,3,-1,0,-1,0,-2,0
C#CCOC(=O)CN1C(=O)c2cccc3cccc(c23)C1=O,-0.8,i,i,-7,4,-3,-25,-5,7,3
Cc1cc(-c2ccccc2)nc(N2CCN(c3ccccn3)CC2)n1,3.1,i,i,-5,1,-5,2,-3,-2,-3
CC(C)CCN(C(=O)CNC(=O)c1ccco1)C(C(=O)NC1CCCCC1)c1cccnc1 (configuration not stated),-0.2,i,i,-5,0,4,3,-2,1,2
Cc1ccccc1CN1CCNC(=O)C1CC(=O)NCCC1=CCCCC1 (configuration not stated),-1.4,i,i,-7,-4,0,-1,-4,2,-3
CCN1CCN(Cc2ccc(NC(=O)c3cc(NC(=O)C(=O)c4c[nH]c5ccccc45)cc(OC)c3)cc2C(F)(F)F)CC1,0.5&2.4,i,i,2,-32&-40,-1&0,-62&-156,23&26,0&2,2&3
C=C(C)c1nc(N)nc(N)n1,-0.5,i,i,-2,1,2,-2,-5,6,-4

# Just Rpn11 block, for some of the entries so far:
Molecule	Rpn11 block
CCOC(=O)c1sc2nc3c(cc2c1N)COC(C)(C)C3	i
Cc1ccccc1N1CC(C(=O)N2CC(C)CC(C)C2)CC1=O (configuration not stated)	i

# Fetched by structure from above:
SMILES,LMPTP block,Rpn11 block,Neddylation inh,Scp1 inh,DNMT1 inh,Rin1 Abl inh,SUMO1-SIM PPI,NadD block,STEP block,CSN inh
CCc1ccc(C(=O)NCc2ccc(Cl)cc2)cc1,-0.6,i,i,-7,0,-2,-2,3,0,10
O=C(c1cccs1)N(c1ccc(Cl)cc1)C1C=CS(=O)(=O)C1 (configuration not stated),-0.4,i,i,0,1,-4,-5,-8,0,0
Cc1cc(-c2ccccc2)nc(N2CCN(c3ccccn3)CC2)n1,3.1,i,i,-5,1,-5,2,-3,-2,-3

# Other results:
SMILES,LMPTP block,Rpn11 block,Neddylation inh,Scp1 inh,DNMT1 inh,Rin1 Abl inh,SUMO1-SIM PPI,NadD block,STEP block,CSN inh
Cc1nc(Cl)c2c(n1)NC(=O)CO2,-1.5,i,i,-11,-4,-2,1,3,-1,1
O=S(=O)(NC(=NC1CCCCC1)c1ccccc1)c1ccccc1,0.8,i,i,-7,1,2,7,-4,4,2
CCOC(=O)N1CCN(C(=O)c2ccc3c(c2)NC(=O)C(N2CCOCC2)S3)CC1 (configuration not stated),1.2,i,i,-4,4,0,-1,0,-2,-1
Cn1c(N)c(C(=O)CCl)c(=O)n(Cc2ccccc2)c1=O,-0.5,i,i,-3,9,0,6,-3,7,2
Cc1cc(C)c(S(=O)(=O)N2CCCC(C(=O)N3CCCC3)C2)c(C)c1 (configuration not stated),-0.8,i,i,-8,0,-2,-2,-4,-1,0
C=C(C)c1cccc(C(C)(C)NC(=O)N2CCC(C)CC2)c1,-2.0,i,i,-4,3,-3,0,-4,0,-2
Cc1ccc(S(=O)(=O)N2CC(O)CC2C(=O)OCC(=O)Nc2ccc([N+](=O)[O-])cc2C(F)(F)F)cc1C (configuration not stated),0.1,i,i,-10,-7,1,-30,-1,-1,3
COc1ccc(CC(=O)Oc2cc(C)[nH]c(=O)c2[N+](=O)[O-])cc1,-0.1,i,i,-3,0,1,2,2,-1,-5
CSc1nnc(NC(=O)c2ccco2)s1,-0.4,i,i,-10,-5,1,0,-1,-1,1
CC1(OC(=O)CCc2ccccc2)C(=O)C=C2C=C(c3ccc(C#N)cc3)N(CCc3c[nH]c4ccccc34)C=C2C1=O (configuration not stated),4.4,i,i,0,-30,2,-16,19,0,7
COC(=O)c1sc(S(=O)(=O)Nc2ccc(C)c(C)c2)c(C(=O)OC)c1C,2.1,i,i,-6,0,1,7,-3,-1,1
COc1cc(OC)cc(C(=O)Nc2nc(CC(=O)NCCc3ccccc3)cs2)c1,1.7,i,i,1,-9,3,3,0,0,2
O=C(N/N=C/c1cccc([N+](=O)[O-])c1)c1ccc2c(c1)OCCO2,-0.6,i,i,-6,-2,-4,-28,0,-3,-5
CCCCSc1nnc2nc(C)cc(C)n12,-2.4,i,i,3,1,2,2,1,-1,-5
COc1ccc(NC(=O)C2CCCN2c2nn3c(=O)cc(C)nc3s2)cc1 (configuration not stated),-1.8,i,i,-9,-3,-1,0,3,2,-2
O=C(COC(=O)c1cc([N+](=O)[O-])ccc1NCCO)NCc1cccs1,0.8,i,i,-3,-5,-1,-18,-1,-2,-1
COc1ccc(S(=O)(=O)N2CCN(c3ccc(C)cc3C)CC2)cc1OC,1.5,i,i,-8,2,2,2,-8,2,-1
COc1cc(C(=O)N=c2sccn2C)c([N+](=O)[O-])cc1OC,-1.2,i,i,-6,2,-1,-5,4,-1,0
COc1ccc(S(=O)(=O)n2nc(-c3ccc(Cl)cc3)cc2N)cc1OC,0.3,i,i,-18,-12,3,2,-2,0,-3
O=C(CCCCC(=O)NNC(=O)COc1ccccc1)NNC(=O)COc1ccccc1,-1.4,i,i,-10,2,-2,-8,5,5,4
CCc1ccc(-c2cc(C(=O)N3N=C(C(F)F)CC3(O)C(F)F)c3ccccc3n2)cc1 (configuration not stated),2.6,i,i,3,-20,-2,4,9,-2,-1
CN(CCOc1ccc(CC2SC(=O)NC2=O)cc1)c1ccccn1 (configuration not stated),8.2&9.0,i,i,-14&-4,3&5,1&-3,7&8,5&-1,-2&-2,1&-6
Cc1cc(C)n2nc(C(=O)OCC(=O)c3ccc(F)cc3)nc2n1,-0.4,i,i,-8,-5,0,7,6,-2,3
O=C(NCc1ccncc1)C(=O)NCC1OCCN1S(=O)(=O)c1ccc(F)cc1 (configuration not stated),-0.2,i,i,-10,-1,4,3,2,-1,1

# 6 entries from above in another layout:
# Results follow in this order: LMPTP block	Rpn11 block	Neddylation inh	Scp1 inh	DNMT1 inh	Rin1 Abl inh	SUMO1-SIM PPI	NadD block	STEP block	CSN inh
- O=C(COC(=O)c1cc([N+](=O)[O-])ccc1NCCO)NCc1cccs1
 : 0.8	i	i	-3	-5	-1	-18	-1	-2	-1
- COc1ccc(S(=O)(=O)N2CCN(c3ccc(C)cc3C)CC2)cc1OC
 : 1.5	i	i	-8	2	2	2	-8	2	-1
- COc1cc(C(=O)N=c2sccn2C)c([N+](=O)[O-])cc1OC
 : -1.2	i	i	-6	2	-1	-5	4	-1	0
- COc1ccc(S(=O)(=O)n2nc(-c3ccc(Cl)cc3)cc2N)cc1OC
 : 0.3	i	i	-18	-12	3	2	-2	0	-3
- O=C(CCCCC(=O)NNC(=O)COc1ccccc1)NNC(=O)COc1ccccc1
 : -1.4	i	i	-10	2	-2	-8	5	5	4
- CCc1ccc(-c2cc(C(=O)N3N=C(C(F)F)CC3(O)C(F)F)c3ccccc3n2)cc1 (configuration not stated)
 : 2.6	i	i	3	-20	-2	4	9	-2	-1

# Assay outcomes as filed in PubChem BioAssay.

# An unsorted share of the library; any-hit rate near 3.8%.
